# M1 PAM parental = M1 PAM counterscreen hit in parental CHO-K1 cells; ATP EC20, Fluo-8 calcium fluorescence; 0% at ATP EC20, 100% at ATP max; activation, % at 3 µM; hit rate 0.02% among 360,000;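 active = activation above the run cutoff, the mean activation of all test compounds plus 3 SD, cut at about 40% in these data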;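 also: peak over basal fluorescence ratio in a 140 s read after ATP addition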
# CHRM1 antagonist = antagonists of human M1 muscarinic receptor | inhibition, % at 3 µM | hit rate 1.3% among 360,000 | P11229 | CHO-K1 hM1, Fluo-8 calcium fluorescence, ACh EC80 antagonist;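 active = percent inhibition above its own plate's cutoff, namely the mean of that plate's compound wells plus 3 SD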;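 also: peak over basal fluorescence ratio during 140 s after agonist addition; 0% = ACh EC80 plus DMSO and 100% = DMSO alone without agonist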
# Target sequence (P11229 whole entry, looked up): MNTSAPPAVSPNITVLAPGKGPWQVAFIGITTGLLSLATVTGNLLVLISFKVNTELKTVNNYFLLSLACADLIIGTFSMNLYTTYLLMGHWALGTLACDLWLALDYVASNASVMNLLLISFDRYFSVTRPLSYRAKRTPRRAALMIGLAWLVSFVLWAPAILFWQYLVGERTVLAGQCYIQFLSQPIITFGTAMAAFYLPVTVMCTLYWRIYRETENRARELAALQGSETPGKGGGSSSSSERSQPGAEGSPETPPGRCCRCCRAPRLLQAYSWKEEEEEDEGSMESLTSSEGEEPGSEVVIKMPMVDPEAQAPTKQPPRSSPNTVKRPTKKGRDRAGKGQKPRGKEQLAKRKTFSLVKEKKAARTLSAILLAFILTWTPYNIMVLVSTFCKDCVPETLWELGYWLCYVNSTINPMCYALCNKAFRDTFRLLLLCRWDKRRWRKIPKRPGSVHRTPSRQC
# CHRM1 agonist = agonists of human M1 muscarinic receptor; CHO-K1 hM1, Fluo-8 calcium fluorescence, agonist mode; 0% DMSO, 100% acetylcholine EC100; activation, % at 3 µM; P11229; hit rate 0.33% among 360,000; AID 588814;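 active = activation above the run's mean compound activation plus 3 SD, cut at about 16% in these data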;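 also: peak over basal fluorescence ratio within a 140 s kinetic read after compound addition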
# OXTR potentiator = human OXTR potentiation. activation, % at 3 µM. P30559. CHO-OTR cells, Fluo-8 calcium fluorescence, potentiator mode; 0% = oxytocin EC15, 100% = EC100. hit rate 0.061% among 320,000;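 active = activation above that plate's cutoff, the mean activation of tested compounds plus 3 SD, cut at about 6.6% in these data, passing the limit was not always enough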;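 also: 100% uses oxytocin at 75 nM as the full agonist control; some results filed as inactive read as strong as hits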
# Target sequence (P30559 whole entry, looked up): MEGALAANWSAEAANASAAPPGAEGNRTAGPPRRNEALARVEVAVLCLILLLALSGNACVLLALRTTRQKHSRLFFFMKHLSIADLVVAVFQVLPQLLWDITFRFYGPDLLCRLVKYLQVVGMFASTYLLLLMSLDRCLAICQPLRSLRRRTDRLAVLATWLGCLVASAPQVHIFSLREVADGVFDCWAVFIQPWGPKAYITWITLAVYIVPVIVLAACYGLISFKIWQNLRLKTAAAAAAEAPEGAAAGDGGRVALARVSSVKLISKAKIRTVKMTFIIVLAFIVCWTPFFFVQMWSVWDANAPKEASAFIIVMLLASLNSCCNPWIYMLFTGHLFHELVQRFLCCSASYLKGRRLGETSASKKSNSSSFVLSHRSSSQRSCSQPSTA
#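 assay system = CHO-OTR cells, human receptor | schedule = compound 6 min at room temperature before oxytocin, 100 s read | detection = Fluo-8 intracellular calcium fluorescence, ex 470-495, em 515-575 nm | evaluation = normalized max/min fluorescence ratio, % activation | control set = EC15 oxytocin alone as 0%, 75 nM oxytocin (EC100) as 100%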
# CHO parental Ca = counter-screen: ATP calcium response change in parental CHO cells. inhibition, % at 5.6 µM. hit rate 0.63% among 330,000. parental CHO-K1, ATP-induced calcium, Fluo-8 fluorescence. AID 463079;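 active = inhibition above that plate's mean sample inhibition plus 3 SD, cut at about 26% in these data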;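 also: 0% = ATP-challenged DMSO wells and 100% = DMSO wells without ATP; some compounds past the cut are filed as inactive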
#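 Material: Parental CHO cells | Reagent: ATP | Compound dosing: Single nominal dose of 5.6 µM per compound | Detection: Intracellular calcium via Fluo-8 no-wash fluorescent dye | Read-out: % inhibition of ATP-induced calcium mobilization | Benchmarks: Low control ATP plus DMSO, high control DMSO only | Replicates: Singlicate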
# TAAR1 antagonist = human TAAR1 antagonism | CHO RD-HGA16 TAAR1, Fluo-8 calcium fluorescence, antagonist | hit rate 1.5% among 360,000 | Q96RJ0 | inhibition, % at 3 µM;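 active = inhibition above a per-plate cutoff, the mean inhibition of test compounds on that plate plus 3 SD, cut at about 49% in these data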;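 also: 0% = DMSO plus EC80 beta-PEA response and 100% = DMSO alone without agonist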
#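 Material: RD-HGA16 CHO cells with stable hTAAR1 and Gα16; Dosing: single nominal final test compound concentration of 3 µM; Schedule: seeding 17-24 h prior, 75-min 37 °C, 30-min RT dye loading; Detection: kinetic Fluo-8 calcium fluorescence measurement; Measure: % inhibition from peak post-agonist over basal fluorescence ratio; Benchmarks: vehicle and agonist controls.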
# M1 ag parental = nonselective activator or artifact in parental CHO-K1 cells; Fluo-8 calcium fluorescence; scaled to maximal ATP response, vehicle zero; activation, % at 3 µM; hit rate 0.48% among 360,000; AID 602248; in the data active = activation above about 15%;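 also: untransfected CHO-K1 host cells lacking M1 receptor as counterscreen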
# CHO-K1 Ca antag = M1 antagonist counterscreen hit in parental CHO-K1 cells; hit rate 0.6% among 360,000; AID 602250; ATP-induced calcium, Fluo-8 fluorescence; inhibition, % at 3 µM;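 active = inhibition above a per-plate cutoff, the plate's mean sample inhibition plus 3 SD, cut at about 24% in these data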;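 also: 0% = DMSO plus EC80 ATP and 100% = DMSO alone without ATP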
# TAAR1 ag = human TAAR1 agonism; Q96RJ0; CHO RD-HGA16 TAAR1, Fluo-8 calcium fluorescence; vehicle wells 0%, saturating PEA agonist 100%; activation, % at 3 µM; hit rate 0.99% among 360,000;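 active = activation above the mean activation of all test compounds in the run plus 3 SD, cut at about 38% in these data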
#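 Benchmarks: low control DMSO, high control PEA (EC100); System: CHO RD-HGA16 cells carrying human TAAR1 plus Gα16; Detection: Fluo-8 fluorescence, 5 s baseline then 140 s kinetic read; Schedule: 17-24 h plating, Fluo-8 75 min 37 °C, 30 min RT; Read-out basis: % activation from peak over basal fluorescence ratio, DMSO-to-PEA scaled.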
# * = called active by the depositor; / = no result given.
SMILES,M1 PAM parental,CHRM1 antagonist,CHRM1 agonist,OXTR potentiator,CHO parental Ca,TAAR1 antagonist,M1 ag parental,CHO-K1 Ca antag,TAAR1 ag
O=C(N/N=C/c1cccc([N+](=O)[O-])c1)C(=O)N1CCCCCC1,3,-9,1,-9,-3,-8,1.1,10,2
Cc1ccc(O)c(N=Nc2ccc(S(=O)(=O)N3CCCC3)cc2)c1,-8,-17,0,-1,-20,-9,-0.3,7,0
Cc1cccc(NC(=O)c2cccc(C(=O)Nc3cccc(C)c3C)n2)c1C,-2,-9,-1,-8,-16,-13,0.9,-11,3
CC(C)c1ccc(N(CC(=O)N2CCOCC2)S(C)(=O)=O)cc1,3,1,1,-8,2,3,-0.2,4,7
O=C1CCC(CCc2nc3ccccc3[nH]2)(c2ccccc2)C(=O)N1 (configuration not stated),17,-14,-5,/,/,3,0.9,1,2
Cc1onc(-c2ccccc2)c1C(=O)N[C@@H]1C(=O)N2C1SC(C)(C)[C@@H]2C(=O)O (some centres not stated),-6,-36,-6,/,/,-10,-0.2,-2,1
COc1ccc(OC(C)C(=O)NCC2CCCO2)cc1 (configuration not stated),3,-23,-3,-11,-1,-6,0.9,-10,0
C[C@@H]1CN([C@H](C)CO)C(=O)CCCn2cc(nn2)CO[C@H]1CN(C)C(=O)Nc1ccc2c(c1)OCCO2,12,-9,-11,/,/,-5,0.8,-8,2
Cc1nc(SC(C)C(=O)NCC2CCCO2)c2cc(-c3ccccc3)sc2n1 (configuration not stated),-18,3,-5,3,-21,-1,-0.1,-9,0
CCOC(=O)c1nnn(-c2nonc2-c2ccccc2)c1C,23,-10,-5,-16,-13,9,0.3,-15,-1
COC(=O)C1(C)NC(c2ccc(O)cc2)C2C(=O)N(c3ccccc3)C(=O)C21 (configuration not stated),15,-9,5,-5,-13,-8,0.2,-3,4
COc1ccccc1NC(=O)c1cc(Cl)nc2ccccc12,7,-2,-4,-7,-26,-25,3.5,-9,-1
CCN(CC(=O)Nc1ccc(NC(C)=O)cc1)C(=O)c1oc2c(ccc3ccccc32)c1C,-20,30,0,-12,-27,64*,4.2,2,33
O=C(CSc1nc2ccccc2[nH]1)c1ccc(Cl)s1,17,-16,-3,1,-5,6,0.4,-7,2
COc1ccccc1N1CCN(C2CCCN(C(=O)c3ccnc4ccc(C)cc34)C2)CC1 (configuration not stated),7,-14,-4,-14,-16,-22,0.5,3,2
COc1ccc([N+](=O)[O-])cc1NC(=O)C(C)Sc1nc(-c2ccccc2)cs1 (configuration not stated),14,-4,-4,-3,-5,6,0.6,0,0
Cc1ccc(C)c(NC(=O)CSc2nccn2Cc2ccco2)c1,5,-11,-4,1,-14,-14,0.4,-3,-1
CC1CC1C(=O)OCC(=O)NCc1ccc(Cl)cc1 (configuration not stated),24,-5,-4,-4,-4,-4,0.5,-8,0
COc1cccc(-c2cc3nc(-c4ccccc4)cc(N4CCN(C(=O)c5ccoc5)CC4)n3n2)c1,3,25,-3,/,/,40,1.1,3,0
COc1ccc(/C=C/C(=O)OC(C)C(=O)c2ccccc2)cc1OC (configuration not stated),10,3,0,-3,-10,-27,0.4,4,6
Cc1ccccc1N1CC(O)(c2cccs2)[N+]2=C1CCCC2 (configuration not stated),14,-3,-2,-3,-4,-8,0.1,-8,3
COc1cccc(CNC(=O)c2ccc3nc[nH]c3c2)c1,6,-3,-1,-18,1,1,-0.4,-7,3
Cc1cccc(N2CCN(C(=O)c3ccc4c(c3)c(C)c(C)n4C)CC2C)c1 (configuration not stated),6,-9,-2,-11,-23,-49,0.4,-12,-2
Cc1ccc(NS(=O)(=O)c2cc(N)ccc2Cl)c(C)c1,16,-11,-3,-14,-2,-4,0.2,-7,-2
CCc1cc2c(SCC(=O)N3CCCC3=O)ncnc2s1,-21,2,-7,1,4,-3,0.0,18,-2
O=C(NCc1ccccc1)c1ccc(OC2CSC2)cc1,-7,0,-2,-19,17,8,0.1,12,6
COc1ccccc1-c1nnc(NC(=O)C2=COCCO2)o1,-3,1,-1,0,1,-7,-0.2,2,2
CC(C)N1CCN(Cc2cccc3nonc23)CC1CCO (configuration not stated),24,-15,-7,-4,-4,-16,8.1,-12,0
COC1OC(c2ccccc2)=C(c2ccc(C(N)=O)cc2)c2ccc(F)cc21 (configuration not stated),13,/,/,/,/,-8,1.4,-11,5
COc1cccc(CN2CC(C(=O)N(C)Cc3[nH]c4ccccc4c3C)CCC2=O)c1 (configuration not stated),-8,-2,-1,-6,13,-6,1.1,-1,27

# 3 entries from above, ordered by the number in TAAR1 ag, low to high:
SMILES	CHRM1 antagonist	CHRM1 agonist	TAAR1 ag
Cc1cccc(N2CCN(C(=O)c3ccc4c(c3)c(C)c(C)n4C)CC2C)c1 (configuration not stated)	-9	-2	-2
COC1OC(c2ccccc2)=C(c2ccc(C(N)=O)cc2)c2ccc(F)cc21 (configuration not stated)	/	/	5
O=C(NCc1ccccc1)c1ccc(OC2CSC2)cc1	0	-2	6

# Next section:
SMILES,M1 PAM parental,CHRM1 antagonist,CHRM1 agonist,OXTR potentiator,CHO parental Ca,TAAR1 antagonist,M1 ag parental,CHO-K1 Ca antag,TAAR1 ag
COc1ccc(OCC(O)CNC(=O)c2cccs2)cc1 (configuration not stated),7,-12,0,-10,-3,4,0.5,-8,0
COc1ccccc1NS(=O)(=O)c1cc(NC(=O)CNC(=O)c2ccc(C)s2)ccc1Cl,22,7,-6,-12,-4,1,4.2,-10,0
O=C(O)C1(c2ccccc2)CCN(S(=O)(=O)c2ccc(Br)cc2)CC1,2,-17,-2,-6,3,-16,5.0,-5,4
CN(CC(=O)NCc1ccc(Cl)cc1)S(=O)(=O)c1cccs1,2,-8,-1,-6,-8,-2,1.1,-1,0
CS(=O)(=O)c1ccc(Cl)c(NC(=O)Cc2c(Cl)cccc2Cl)c1,11,-1,-7,-11,-5,3,0.8,-11,7
CC(=O)c1cccc(-c2ccnc3c2CC(C(=O)NCc2ccco2)O3)c1 (configuration not stated),15,-13,-1,/,/,-4,0.9,-19,2
CCn1c(=O)c2cc(C(=O)Nc3ccccc3OC)sc2c2ccccc21,8,-15,0,-1,-13,-22,0.2,-13,2
CCOc1ccc(S(=O)(=O)N2CCCC(C(=O)NCC3CCCO3)C2)cc1Cl (configuration not stated),15,-13,-2,4,-8,1,1.3,-18,-1
CCc1[nH]nc2c1C(C(C)C)C(C#N)=C(N)O2 (configuration not stated),-4,5,-3,-7,0,4,-0.1,-2,10
O=C(c1ccc2c(c1)OCCCO2)N1CCCCC1,17,-6,-5,-6,-1,-25,1.7,-11,4
CCn1c(=NC(=O)CN2C(=O)CCC2=O)sc2c(OC)ccc(OC)c21,12,-11,0,-2,-8,-11,0.3,2,1
Cc1cccc(C2NC(=O)c3ccccc3O2)c1 (configuration not stated),19,-21,-3,-2,-5,-3,-0.2,-4,2
Cc1nc(N2CCCC2C(=O)O)c2oc3ccccc3c2n1 (configuration not stated),-4,-8,-3,-11,-1,-4,-0.1,5,15
NC(=O)CSc1nc(-c2ccccc2)c(-c2ccccc2)o1,18,-7,-7,0,-15,4,0.9,-12,3
Cc1ccc(C)c(NS(=O)(=O)c2ccc(NC(=O)CSc3ccc(Cl)cc3)cc2)c1,7,-11,-6,-12,-6,-9,0.4,1,17
COc1ccc(CN(CC2CCC(C(=O)O)CC2)C(=S)Nc2cccc(C)c2)cc1 (configuration not stated),15,-11,-3,-8,-4,-1,-0.3,-7,0
COc1ccc(-c2nc(S(=O)(=O)c3ccc(C)cc3)c(N3CCCC3)o2)cc1,-6,7,-3,-9,5,16,-0.4,7,5
Cc1oc(-c2ccc(Cl)cc2)nc1CS(=O)CC(=O)NCc1ccccn1 (configuration not stated),17,-23,-3,-2,-16,-32,0.5,-14,-2
O=C(Nc1ccccc1CC[N+](=O)[O-])N1CCN(c2ccccc2)CC1,-3,-7,-5,-10,-25,10,0.3,6,4
CC1(OC(=O)CCc2ccccc2)C(=O)C=C2C=C(c3ccc(C#N)cc3)N(CCc3ccccn3)C=C2C1=O (configuration not stated),3,5,-6,3,-20,4,0.0,-3,12
CCOC(=O)c1ccc(NC(=S)N2CCSC2c2c(F)cc(F)cc2F)cc1 (configuration not stated),9,10,-2,-14,1,44,5.4,8,25
COc1ccccc1-n1c(C)c2c(OC)cccc(=O)c2c1C,15,-2,-6,-6,-8,5,0.8,-10,23
COC(=O)c1ccc([C@H]2C=C(C(=O)O)O[C@@H](OCc3ccc(CO)cc3)C2)cc1,1,-5,-4,0,-12,-17,0.6,-4,3
COc1ccccc1N1CCN(C(=O)c2sc3nc4n(c(=O)c3c2C)CCC4)CC1,-6,2,-2,-6,0,2,0.2,14,0
O=C(Cn1cnc2ccccc2c1=O)NCC(=O)N1CCOCC1,8,6,-2,-1,-1,-16,0.6,-1,0
O=C(Cc1ccc(Cl)cc1)Nc1ccc(N2CCN(C(=O)c3ccco3)CC2)cc1,-2,-21,0,-14,-11,-7,1.0,-9,11
CC(=O)Nc1cccc(NC(=O)CSc2nnnn2Cc2ccccc2)c1,19,9,2,-8,-13,5,2.0,-12,14
CC(C)(C)[C@H]1COC(=O)CCCC/C=C\C[C@H](CC(=O)NCCO)C(=O)N1,14,-4,0,1,-1,1,0.5,-9,1
COc1ccc(-c2noc(CN(C(=O)c3ccc4c(c3)OCO4)C(C)C)n2)cc1OC,-17,5,-2,-2,-20,3,0.3,4,0
COc1ccc(NC(=O)CCCCCn2nnc3ccccc3c2=O)cc1,-8,7,-1,/,/,-15,0.7,2,1
CCOC(=O)CC(N)c1cccc([N+](=O)[O-])c1 (configuration not stated),10,-5,-3,6,4,-5,1.6,-19,1
COc1cccc(C(=O)N/N=C/c2ccc(OC)c(COc3ccccc3C(N)=O)c2)c1,-5,7,-4,-6,-18,5,2.9,-2,3
CCc1ccc(/C=N/NC(=O)c2cc(C)on2)s1,10,3,-4,-8,-5,6,0.6,4,1

# Entries above that contain a nitro group on carbon:
SMILES,M1 PAM parental,CHRM1 antagonist,CHRM1 agonist,OXTR potentiator,CHO parental Ca,TAAR1 antagonist,M1 ag parental,CHO-K1 Ca antag,TAAR1 ag
O=C(N/N=C/c1cccc([N+](=O)[O-])c1)C(=O)N1CCCCCC1,3,-9,1,-9,-3,-8,1.1,10,2
COc1ccc([N+](=O)[O-])cc1NC(=O)C(C)Sc1nc(-c2ccccc2)cs1 (configuration not stated),14,-4,-4,-3,-5,6,0.6,0,0
O=C(Nc1ccccc1CC[N+](=O)[O-])N1CCN(c2ccccc2)CC1,-3,-7,-5,-10,-25,10,0.3,6,4
CCOC(=O)CC(N)c1cccc([N+](=O)[O-])c1 (configuration not stated),10,-5,-3,6,4,-5,1.6,-19,1
